# N-glyco inh: blocks N-linked glycosylation in D54 reporter cells. reporter increase, % at 12.5 µM. D54 ERlucT glycosylation luciferase reporter, 24 h; percent of 100 nM tunicamycin response. 360,000 compounds, 0.23% hits;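 active means mean luciferase reporter signal, scaled so untreated is 0 and the glycosylation-blocking control 100, at or above a set limit in every replicate; inconclusive means mean reaches the limit but not every replicate does; inactive means mean below the limit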;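 further: luciferase carries N-glycosylation sites so blocking glycosylation raises the light; 0% = median of neutral control wells and 100% = median of 100 nM tunicamycin wells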
# aDG glyco act: increases alpha dystroglycan glycosylation; Pro5-aDG cells, alpha-DG glycosylation AlphaScreen (IIH6); 0% Pro5, 100% B10-LARGE cell signal; activation, % at 10 µM; 360,000 compounds, 0.22% hits; AID 624168;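 active means activation of at least 8% versus controls, or a plate z-score of at least 8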;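 further: Pro5 are CHO cells carrying HIG-tagged alpha-DG that lacks glycosylation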
# iPSC survival up: enhancers of human iPSC single-cell survival | hiPSC single-cell survival, ATPlite luminescence; 100% = ROCK inhibitor wells, 0% = DMSO | 360,000 compounds, 0.044% hits | AID 602274 | survival enhancement, % at 20 µM; in the data active means survival enhancement above about 18%;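 further: cells exposed to compounds for 16 hours before the ATP read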
# H9c2 protect: myocardial damage modulation in H9c2 cells | protection from H2O2 cell death, % at 20 µM | H9c2 cardiomyocytes, H2O2 injury protection, ATPLite, 2 h | 360,000 compounds, 0.63% hits;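 active means compounds giving at least 50% protection of heart cells from peroxide-induced death in the single-dose screen, raw or plate-pattern-corrected value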;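 further: 0% = DMSO wells with peroxide and 100% = DMSO wells without peroxide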
# Vif inh: inhibitors of HIV Vif; 340,000 compounds, 0.35% hits; HEK293T cells, Vif self-association by quenched fluorescence, imaging, 24 h; inhibition, % at 7.49 µM; in the data active means inhibition above about 50%, passing the limit was not always enough; inconclusive means no clear call, values can overlap the other calls; inactive means below about 31%; further: some results filed as inactive read as strong as hits
# Exocytosis inh: lytic granule exocytosis inhibition; TALL-104 LAMP-1 surface exposure, flow cytometry; cells stimulated with thapsigargin and PMA; 360,000 compounds, 0.66% hits; inhibition, % at 10 µM; AID 651702;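 active means inhibition above about 55%, limit read from the data; inconclusive means no clear call, values can overlap the other calls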
# PDI turbidity: PDI (human) enzyme inhibition. P07237. PDI insulin aggregation turbidity, A650, 90 min. inhibition, % at 10 µM. 350,000 compounds, 0.052% hits. AID 588391;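 active means mean inhibition across replicates of 30% or more, whatever share of single replicates reach that level; inconclusive means mean inhibition below 30% while every single replicate reaches 30%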;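 further: absorbance from insulin aggregation driven by PDI reduction with DTT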
# Target sequence (P07237 whole entry, looked up): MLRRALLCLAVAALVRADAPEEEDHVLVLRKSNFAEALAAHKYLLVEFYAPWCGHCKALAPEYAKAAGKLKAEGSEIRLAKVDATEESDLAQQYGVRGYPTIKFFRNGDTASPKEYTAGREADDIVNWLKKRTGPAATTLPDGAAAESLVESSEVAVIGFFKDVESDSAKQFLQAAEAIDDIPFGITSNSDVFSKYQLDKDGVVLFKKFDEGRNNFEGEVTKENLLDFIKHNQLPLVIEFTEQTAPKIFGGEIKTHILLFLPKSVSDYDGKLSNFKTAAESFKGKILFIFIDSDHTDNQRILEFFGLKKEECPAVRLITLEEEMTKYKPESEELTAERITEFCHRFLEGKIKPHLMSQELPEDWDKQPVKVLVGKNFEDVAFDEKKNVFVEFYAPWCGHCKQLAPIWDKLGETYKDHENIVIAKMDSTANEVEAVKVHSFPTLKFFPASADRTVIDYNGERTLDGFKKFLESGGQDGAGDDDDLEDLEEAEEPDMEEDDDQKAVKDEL
# ABCB6 inh MLPCN: human ABCB6 transporter inhibition. Q9NP58. K562-ABCB6 porphyrin accumulation, flow cytometry, 1 h; hits give low values. 360,000 compounds, 0.19% hits. fluorescence ratio to DMSO, % at 10 µM;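 active means fluorescence ratio to DMSO below 75%, the collection mean minus 3 SD; inconclusive means too few cells collected in the well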;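 further: signal is porphyrin accumulated inside mitochondria; 100% equals median channel fluorescence of DMSO control wells; lower ratio means ABCB6 inhibition with less porphyrin fluorescence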
# HTR2A ag: activates the mouse 5-HT2A serotonin receptor | AID 624169 | 360,000 compounds, 0.66% hits | P35363 | CHO-K1 mHTR2A beta-arrestin complementation, luminescence; percent of 30 µM serotonin response | activation, % at 7.6 µM;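 active means activation above a run cutoff, the mean activation of all tested compounds plus 3 SD, cut at about 14% in these data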;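 further: 0% = plate median of compound wells and 100% = 30 µM serotonin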
# Target sequence (P35363 whole entry, looked up): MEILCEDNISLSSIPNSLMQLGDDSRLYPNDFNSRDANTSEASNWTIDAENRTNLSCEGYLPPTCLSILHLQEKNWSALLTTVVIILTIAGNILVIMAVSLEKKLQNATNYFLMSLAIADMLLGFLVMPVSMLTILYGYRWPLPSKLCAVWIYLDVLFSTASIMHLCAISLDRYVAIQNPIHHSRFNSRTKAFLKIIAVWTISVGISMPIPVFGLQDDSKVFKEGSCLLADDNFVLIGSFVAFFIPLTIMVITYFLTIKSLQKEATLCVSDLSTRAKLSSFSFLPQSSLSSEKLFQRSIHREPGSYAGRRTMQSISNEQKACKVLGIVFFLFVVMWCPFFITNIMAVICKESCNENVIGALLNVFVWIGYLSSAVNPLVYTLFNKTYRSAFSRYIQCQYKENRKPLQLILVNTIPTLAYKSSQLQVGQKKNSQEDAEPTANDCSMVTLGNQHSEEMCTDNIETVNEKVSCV
# CaV13 FRET inh: Primary screen for inhibitors of IQ motif and Ca2+-dependent inactivation inhibitor domain binding in CACNA1D, Förster resonance energy transfer in living cells, …; 340,000 compounds, 0.098% hits; inhibition, % at 12.3 µM; HEK cells, CFP/YFP FRET ICDI-IQ, plate reader, 10 min; percent FRET-ratio fall versus neutral wells; AID 743397;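 active means mean replicate inhibition of at least 30% and at least 1% of replicates passing that level; inconclusive means only one of the two criteria is met; inactive means neither criterion is met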;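 further: 0% = median of the neutral control wells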
# Active calls of the source: *; ? = inconclusive; nt = not tested or not shown.
SMILES,N-glyco inh,aDG glyco act,iPSC survival up,H9c2 protect,Vif inh,Exocytosis inh,PDI turbidity,ABCB6 inh MLPCN,HTR2A ag,CaV13 FRET inh
COC(=O)CSc1nc(-c2ccc(C)cc2)c2c(c1C#N)CCCC2,2,-0.4,-0.1,0,-7,11,-2,101,-6,-3
Cc1ccc(NC(=O)COC(=O)Cn2c(C)csc2=O)cc1S(=O)(=O)N1CCOCC1,1,0.3,-0.6,-2,7,-6,-7,97,-4,-4
CCOc1ccccc1/C=N/NC(=O)c1nnn(-c2nonc2N)c1CN1CCCC1,5,-0.1,0.2,2,-6,2,-6,98,-1,-4
CC(C)NC(=NCc1ccc(Cl)cc1Cl)Nc1ccccc1,-2,0.0,-0.7,4,-6,30,4,95,-11,-3
CC(C)(C)OC(=O)N1CCC[C@H]1c1nnc(SCc2ccccc2F)o1,-1,5.9,2.4,4,-5,-2,12,100,4,nt
Cc1ccc(C(=O)OCC(=O)NCc2ccc(Cl)cc2Cl)o1,2,-0.2,-0.5,-6,11,0,-5,98,1,-5
Cc1cc(C=O)c(C)n1-c1cc(C(=O)O)cc(C(=O)O)c1,1,0.2,-0.5,-5,-1,-11,-5,91,-1,-7
O=S(=O)(N[C@H](CO)Cc1ccccc1)c1ccc(Br)cc1F,-1,0.0,2.6,-3,nt,0,0,93,0,-4
N#Cc1ccc(Cl)cc1NC(=O)CNc1cccc(S(=O)(=O)N2CCCC2)c1,2,-0.2,-0.4,-3,-1,1,-3,105,9,-6
C=CCNC(=S)Nc1ccc(OC)c(S(=O)(=O)N2CCOCC2)c1,-1,0.0,0.8,-3,-4,-1,1,96,2,-2
O/N=C/c1cn(-c2ccc(Cl)cc2)nn1,0,-0.2,-0.3,-3,1,8,3,100,1,-4
O=S(=O)(NC1CCCCC1N1CCN(c2ccc(F)cc2)CC1)c1ccc(Cl)cc1 (configuration not stated),-2,0.4,-0.4,2,-4,1,-7,94,-7,nt
CCCCCCN1C[C@H](n2cc(COC(=O)c3ccccc3)nn2)[C@@H](O)C[C@@H]1c1ccc(OC)cc1,0,-0.1,-1.8,2,-7,3,3,99,-5,-4
Cc1ccc2oc(=O)c(/C=C(\O)c3ccco3)nc2c1,-1,0.1,-0.7,3,7,32,3,96,-5,-4
Cc1ccccc1NC(=O)N1CCc2ccccc2C1,-1,0.0,0.2,1,12,-4,-5,92,1,-3
COC(=O)N/N=C/c1ccc(-c2ccc(C)c(Cl)c2)o1,5,-0.2,-0.8,1,1,1,-5,106,-2,-3
CC1=CC(C)(C)N2C(=O)C3(SCC(=O)N3c3ccc(O)cc3)c3cc(C)cc1c32 (configuration not stated),-4,-0.3,-1.8,-6,-1,-1,-3,92,-3,-6
CCOc1ccc(CCNC(=O)Cc2ccc(S(=O)(=O)N3CCOCC3)s2)cc1OCC,-2,-0.1,1.2,1,-3,-2,3,111,-3,-1
N#Cc1c(N)c(C(=O)c2ccccc2)n2ccccc12,1,0.3,-0.2,-3,0,-9,8,98,0,-8
O=C(NC1CCCCCC1)c1cc(S(=O)(=O)N2CCOCC2)ccc1N1CCCCC1,-1,0.3,0.0,2,-4,2,3,96,1,-5
O=C(O)Cc1ccc(OCc2ccc(Cl)nc2)cc1,4,0.4,-0.6,-1,4,-2,-6,98,5,-3
COc1ccccc1C(=O)NC(CCSC)C(=O)OCC(=O)N1CCCC1=O (configuration not stated),0,-0.1,-0.5,1,-4,-2,6,97,3,-2
O=c1[nH]c2ccc(NS(=O)(=O)c3ccc(F)c(Cl)c3)cc2[nH]1,6,-0.2,-0.3,2,-3,-8,-4,97,-8,-3
O=[N+]([O-])c1ccc(NCCNCCOc2nonc2-c2ccccc2)c([N+](=O)[O-])c1,0,-0.3,-0.4,-2,15,2,-7,89,0,-2
COc1ccccc1OCC(=O)Nc1sc2c(c1C(=O)NCC1CCCO1)CCC2 (configuration not stated),2,0.1,4.6,64*,nt,1,-6,94,3,-2

# Continued:
SMILES,N-glyco inh,aDG glyco act,iPSC survival up,H9c2 protect,Vif inh,Exocytosis inh,PDI turbidity,ABCB6 inh MLPCN,HTR2A ag,CaV13 FRET inh
Cn1c(CN2CCN(C(=O)c3ccccc3Cl)CC2)nc2cc([N+](=O)[O-])ccc21,0,0.0,-2.7,-1,43,0,-17,103,2,0
Cc1cc(Cl)ccc1NC(=O)COC(=O)CCNS(=O)(=O)c1ccccc1,3,0.2,0.0,8,?,2,-2,96,-3,-4
COc1ccc(Cn2nnnc2CN2CCC(O)(c3ccccc3F)CC2)cc1,1,-0.2,-0.1,6,5,3,1,104,-4,2
Nc1cc(C(=O)c2cccs2)ccc1Cl,-1,-0.2,0.0,-6,nt,1,4,96,0,-5
Cc1cc([N+](=O)[O-])nn1CCC(=O)NC1CCCCCC1,1,-0.1,-0.5,-1,20,-2,4,98,1,-4
Cc1ccc(-c2nc3ccccn3c2NC(=O)c2ccco2)cc1,-1,-0.1,0.5,4,-2,-4,10,99,5,-9
O=S(=O)(NCc1ccc(F)cc1)c1ccc(Br)cc1Br,-3,0.2,-1.0,-3,nt,-6,-3,94,1,-2
Cc1ccc(CNS(=O)(=O)NCc2cccs2)cc1,1,-0.3,-1.5,-1,1,1,-8,101,3,0
CC(C)Cn1c(=O)c(C(=O)Nc2ccccc2S(N)(=O)=O)c(O)c2ccccc21,2,-0.2,1.7,-10,3,-1,-4,100,1,-8
O=c1c(Cc2ccc(F)cc2)c(O)ccn1C1CCCCC1,0,-0.2,-4.1,20,7,1,1,98,-1,-6
CCOC(=O)c1cc(-c2c(Cl)cccc2Cl)no1,0,0.1,-0.5,-8,1,30,1,99,1,-3
O=C(CSc1nnnn1-c1ccccc1)Nc1nc(-c2ccccc2)ns1,1,-0.2,-4.5,-12,-2,2,-2,88,3,nt
COCC(C)n1c(C)cc(C(=O)COc2ccc(C)nc2[N+](=O)[O-])c1C (configuration not stated),2,-0.1,1.2,6,1,0,3,97,4,-4
CC(C)NC(=O)N[C@H]1C=C[C@H](CC(=O)NCc2ccc(Oc3ccccc3)cc2)O[C@@H]1CO,nt,0.1,nt,nt,nt,5,nt,nt,7,-7
CC(NC(=O)CN1CCN(C(=O)c2cccs2)CC1)c1ccc(F)cc1F (configuration not stated),1,0.2,0.0,-6,-3,-3,-2,104,-2,-8
COc1ccc(N2CC(C(=O)NC3=NCCS3)CC2=O)cc1 (configuration not stated),3,-0.2,0.4,0,3,-7,1,97,-1,-20
Nc1nonc1-n1nnc(C(=O)N/N=C/c2ccccn2)c1CNc1ccccc1,2,0.2,-0.2,50*,-4,6,6,96,2,-7
Cc1nn(CCO)c2ncc(C(=O)c3cc(F)ccc3O)cc12,-1,-0.1,-0.5,-2,1,-8,-7,169,4,-3
CC(=O)Nc1ccccc1C(F)(F)F,0,0.1,-0.4,2,-4,-6,-2,99,10,-4
CCC1Sc2ccc(S(=O)(=O)Nc3ccc(OC)cc3)cc2NC1=O (configuration not stated),0,-0.4,-0.5,-8,4,1,2,97,3,-14
Cc1ccc(Cl)cc1N1CCN(C(c2ccc(C#N)cc2)c2nnnn2C2CCCC2)CC1 (configuration not stated),-8,0.6,0.3,4,11,-2,-2,97,0,nt
Cc1ccc(NC(=O)Cn2cc([N+](=O)[O-])nc2C)cc1C,0,0.1,0.4,-2,-7,3,9,104,7,-21
COC(=O)c1cn(CC(=O)NC2CCCCC2)c2ccccc12,1,0.2,-0.1,-1,-5,-2,1,101,-4,-8
COc1ccc(-n2nnnc2SCC(=O)Nc2cccc(NC(C)=O)c2)cc1OC,0,-0.1,-0.7,2,3,-2,9,103,1,-7
NC(=O)[C@H]1CC2(CC(c3cccc(NC(=O)CC(c4ccccc4)c4ccccc4)c3)=NO2)CN1C(=O)CC(c1ccccc1)c1ccccc1 (some centres not stated),-6,-0.3,4.7,-2,nt,8,-1,95,9,-4

# More records.
SMILES,N-glyco inh,aDG glyco act,iPSC survival up,H9c2 protect,Vif inh,Exocytosis inh,PDI turbidity,ABCB6 inh MLPCN,HTR2A ag,CaV13 FRET inh
COc1ccc(S(=O)(=O)N(C)CC(=O)Nc2ccccc2OC)cc1C,1,-0.2,1.9,-13,-6,3,7,87,-2,-6
Cc1nc(-c2ccccc2)sc1C1(C)CC(c2ccc(OC(F)(F)F)cc2)=NO1 (configuration not stated),-2,-0.1,1.5,2,-1,-5,-5,99,0,-9
CC(O)CNc1nc2c(c(=O)n(C)c(=O)n2C)n1CCc1ccccc1 (configuration not stated),0,0.0,3.4,14,14,7,-4,101,-1,nt
Cn1c(CN2CCOCC2)nnc1SCC(=O)Nc1ccc([N+](=O)[O-])cc1O,0,0.3,0.3,8,-13,14,3,106,4,nt
COC(=O)c1cccc(NC(=O)CSc2nnc(C)n2C)c1,3,0.0,-0.8,-2,-2,-3,4,101,0,5
COc1ccc(-c2nnc(NC(=O)C3CC3)o2)cc1,1,0.0,-0.2,-2,5,-2,-14,99,0,-19
COc1ccc(C(C)(C)C)cc1NC(=O)COC(=O)c1ccc([N+](=O)[O-])o1,2,-0.5,0.0,24,-37,6,3,99,3,3
Cc1cc(Nc2ccc(C)c(F)c2)n2ncnc2n1,2,0.6,0.1,3,11,2,-11,104,2,-9
COCCN(C(=O)COc1ccccc1)c1nnc(-c2cccnc2)s1,1,0.3,-0.6,-2,-4,-1,14,86,2,-4
O=C(Nc1ccccn1)c1sc2cccc(F)c2c1Cl,-16,-0.3,-0.9,-28,-2,-2,4,102,2,-4
CO/C=C\C=C/c1nnn(-c2ccc(Cl)cc2)n1,3,-0.4,-2.2,-7,0,14,2,101,0,-6
Cc1ccc(-c2nn(-c3ccccc3)cc2C(N)=O)o1,1,0.2,-1.8,2,3,-3,-2,102,0,-1
Cc1ccc(NC(=O)c2ccc(NS(=O)(=O)c3cccc4cccnc34)cc2)cc1,4,-0.1,0.3,-5,0,-5,-1,102,-5,nt
Cc1noc(C)c1S(=O)(=O)Nc1ccc(C(=O)NC2CCCCC2)cc1,2,0.2,2.3,5,nt,8,3,95,1,nt
C[C@H](CO)N1C[C@H](C)[C@@H](CN(C)CC2CC2)Oc2c(NC(=O)Cc3ccccc3)cccc2C1=O,5,0.0,-2.5,6,-10,-9,2,100,16*,-5
COc1ccc(CCNC(=O)c2cc3ccc(Cl)cc3nc2N)cc1,nt,1.5,-0.3,nt,nt,-6,nt,92,4,nt
Cc1nc(CCNC(=O)c2ccccc2)cs1,0,-0.2,-1.7,2,0,-1,6,90,9,-5
Cc1ccc(CN2CCN(c3ccccn3)CC2)s1,-2,0.6,-0.4,-3,0,-1,2,88,49*,-2
COC(=O)c1sccc1NC(=O)c1ccc(OC)cc1OC,-1,0.2,-1.5,1,-19,-1,4,100,-2,-19
Cc1c(C=O)c2ccccc2n1CC(=O)N1CCc2ccccc2C1,-3,0.0,-1.7,5,-9,2,-9,90,2,nt
CC(C)(C)c1ccc(OCC(=O)NNC(=S)NC(=O)c2ccccc2[N+](=O)[O-])c(Br)c1,-4,-0.2,-0.8,18,-1,-8,-14,94,5,-3
